# Compound activity from PubChem.
# A-T KAP1 phos: candidate therapy for ataxia-telangiectasia; Potency, µM (titrated, usually from 57.5 µM), without a hit: at the top dose activation, hits mostly activators; […] A-T fibroblasts, KAP-1 phosphorylation AlphaLISA; neocarzinostatin DNA damage 30 min before lysis; 320,000 tested, 0.19% active; further: potency means the concentration at half of the fitted maximal effect; % of control where 0% means no effect; nearly all actives have a fitted effect of over 45% in size
#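 ATM-like activity read as KAP-1 phosphorylation via AlphaLISA donor/acceptor antibody pairs after lysis and 6 hr at 25C. Cells were ATM-null patient fibroblasts ([…], hTERT), dosed 60 min, then exposed to the DSB inducer NCS for 30 min.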
# Menin-MLL TR inh: menin-MLL binding inhibition, Texas Red mutant peptide. Menin + Texas Red MLL mutant peptide, fluorescence polarization. O00255. Potency, µM (series often up to 61.6 µM), without a hit: top-dose FP activity change, negative = inhibition, most hits filed as inhibitors. 270,000 tested, 0.23% active; active means well fitted inhibition curve with a large enough effect in the polarisation, with a control signal flat, not every such curve was filed as active; inconclusive means small, poorly fitted or top-dose-only effect, or effect the other way, or a change in a side signal; inactive means no such curve, though single readings can be large or run the other way; the % refers to the polarisation; further: potency means the concentration at half of the fitted maximal effect; % of control where 0% means no effect; many of its hits are not listed in these tables
# MBNL1 CUG block: blocks human MBNL1 binding to CUG repeat RNA | 280,000 tested, 0.036% active | Q9NR56 | TR-FRET MBNL1-His/biotin-(CUG)12 binding, 665/545 ratio | AID 2675 | Potency, µM (top dose mostly 57.5 µM), without a hit: at the highest dose activity change, negative = inhibition, actives largely listed as inhibitors; active means well fitted inhibition curve with a large enough effect in the signal ratio, with a control signal flat, not every such curve was filed as active; inconclusive means small, poorly fitted or top-dose-only effect, or effect the other way, or a change in a side signal; inactive means no such curve, though single readings can be large or run the other way; the % refers to the signal ratio; further: potency means the concentration at half of the fitted maximal effect; on the % scale 0 is the no-effect control and ±100 the full control effect
#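 His-tagged MBNL1 binding to biotinylated (CUG)12 RNA was measured by TR-FRET using terbium anti-His antibody (0.055 ng/ul final) and streptavidin-XL665 (5 nM final). Compounds were titrated 92 nM to 58 uM; 60 min at room temperature.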
# Mito fusion yeast: inhibitors of mitochondrial division or activators of mitochondrial fusion; S. cerevisiae fusion-defective mutant growth rescue, CellTiterGlo 48 h; Potency, µM (series often up to 46.1 µM), inactives show at the top dose growth rescue (activation), usual class: activators; 320,000 tested, 0.23% active; AID 485298;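 further: potency means the concentration at half of the fitted maximal effect; % of control where 0% means no effect; nearly all actives have a fitted effect of over 45% in size; temperature-sensitive fusion mutants such as fzo1-1 at 37 °C on non-fermentable ethanol glycerol medium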
#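 S. cerevisiae fusion-defective temperature-sensitive mutants (e.g. fzo1-1, mgm1-5) grown 48 h at 37C in YPEG (ethanol/glycerol non-fermentable) medium with 23 nl compound per well; growth rescue read as CellTiterGlo luminescence.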
# S-ASM inh: blocks human secretory acid sphingomyelinase; P17405; placental ASM, HMU-PC fluorogenic substrate, 60 min; Potency, µM (top dose mostly 57.5 µM), without a hit: at the highest dose activity change, negative = inhibition, usual class: inhibitors; 340,000 tested, 0.006% active; AID 504937; further: potency means the concentration at half of the fitted maximal effect
# Target sequence (P17405 47-631 limits assumed): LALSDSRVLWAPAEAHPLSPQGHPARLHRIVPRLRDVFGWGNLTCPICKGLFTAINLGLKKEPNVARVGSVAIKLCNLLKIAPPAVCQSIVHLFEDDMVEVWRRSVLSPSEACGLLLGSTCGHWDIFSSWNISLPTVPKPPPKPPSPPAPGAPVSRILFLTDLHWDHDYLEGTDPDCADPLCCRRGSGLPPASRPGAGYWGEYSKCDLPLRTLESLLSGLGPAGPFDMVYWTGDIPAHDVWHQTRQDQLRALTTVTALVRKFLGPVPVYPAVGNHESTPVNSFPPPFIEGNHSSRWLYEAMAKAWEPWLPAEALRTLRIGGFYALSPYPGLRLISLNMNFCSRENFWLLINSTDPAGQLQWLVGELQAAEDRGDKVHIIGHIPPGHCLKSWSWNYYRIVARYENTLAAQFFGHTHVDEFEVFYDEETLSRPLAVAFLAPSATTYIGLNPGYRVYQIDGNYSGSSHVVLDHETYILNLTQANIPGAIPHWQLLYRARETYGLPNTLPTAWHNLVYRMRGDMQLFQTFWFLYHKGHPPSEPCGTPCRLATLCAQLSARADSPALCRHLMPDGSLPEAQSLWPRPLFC
#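 Steps: dispense placental human ASM, pin compound, wait 10 min at room temperature, add HMU-PC0 substrate at 9 uM final, incubate 60 min at 37 °C, add stop solution raising pH to 10, read fluorescence.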
# Integrin act MD: activates integrin-mediated alleviation for muscular dystrophy; 350,000 tested, 0.064% active; alpha7betagal myoblasts, beta-gal FDG fluorescence, 48 h; Potency, µM (doses to about 38.3 µM), for the others: at the highest dose activation, most hits filed as activators; AID 624291;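 further: potency means the concentration at half of the fitted maximal effect; 100% = response of the positive control SU9516; nearly all actives have a fitted effect of over 60% in size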
#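 Alpha7betagal+/- myoblasts (passage 13) were plated 16-24 hr, then exposed to compounds (1:260 dilution of DMSO stock) for 48 hours at 37C. After MPER lysis, β-galactosidase reporter activity was read as FDG fluorescence (ex 480/em 540) after 30 minutes.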
# CXXC DNA block: MLL CXXC-DNA interaction inhibition; AID 2662; Potency, µM (highest dose often 115 µM), without a hit: at the top dose activity change, negative = inhibition, usual class: inhibitors; Q03164; 290,000 tested, 0.037% active; MLL-CXXC / FITC-HOXA9 DNA fluorescence polarization; active means well fitted inhibition curve with a large enough effect in the polarisation, with a control signal flat, not every such curve was filed as active; inconclusive means small, poorly fitted or top-dose-only effect, or effect the other way, or a change in a side signal; inactive means no such curve, though single readings can be large or run the other way; the % refers to the polarisation; further: potency means the concentration at half of the fitted maximal effect
#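 Fluorescence polarization: 7 uM MLL-CXXC (stock) preincubated 5 min with compounds, then 50 nM fluorescein-HOX-A9 DNA (stock) added; 30 min ambient. Buffer 50 mM Tris-HCl pH 7.5, 50 mM NaCl, 1 mM DTT, 0.05% BSA.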
# PTAP TSG101 blk: blocks PTAP/TSG101 interaction to inhibit HIV-1 budding. Q99816. Fluorescence polarization, FITC-PTAP peptide / Tsg101 binding. Potency, µM (series often up to 115 µM), inactives show at the top dose activity change, negative = inhibition, usual class: inhibitors. 340,000 tested, under 10 active. AID 493005; active means well fitted inhibition curve with a large enough effect in the main read-out, with a control signal flat, not every such curve was filed as active; inconclusive means small, poorly fitted or top-dose-only effect, or effect the other way, or a change in a side signal; inactive means no such curve, though single readings can be large or run the other way; further: potency means the concentration at half of the fitted maximal effect; % of control where 0% means no effect
# Target sequence (Q99816 whole entry, looked up): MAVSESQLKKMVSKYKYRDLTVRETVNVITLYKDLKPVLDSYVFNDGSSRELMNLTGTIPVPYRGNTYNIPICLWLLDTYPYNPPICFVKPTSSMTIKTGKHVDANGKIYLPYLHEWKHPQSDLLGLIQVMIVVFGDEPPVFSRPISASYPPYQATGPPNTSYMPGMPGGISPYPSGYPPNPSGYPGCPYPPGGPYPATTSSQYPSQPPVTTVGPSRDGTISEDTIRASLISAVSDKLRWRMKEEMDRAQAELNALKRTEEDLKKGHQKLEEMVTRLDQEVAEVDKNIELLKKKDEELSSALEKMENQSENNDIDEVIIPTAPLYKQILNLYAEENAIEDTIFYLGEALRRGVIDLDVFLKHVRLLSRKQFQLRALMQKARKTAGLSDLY
#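 Fluorescence polarization binding of Tsg101 binding domain (10 uM final) to FITC-labeled PTAP peptide (50 nM final) in HEPES pH 7.5 buffer with NaCl, Tween 20, EDTA, TCEP. Compounds added before peptide; binding 20 min at RT.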
# TCR activator: activates T cell receptor signaling. primary human leukocytes, anti-CD3, IL-2 HTRF, 48 h. Potency, µM (highest dose often 9.22 µM), inactives show top-dose activation of IL-2 secretion, usual class: activators. 330,000 tested, under 10 active; further: % of control where 0% means no effect
#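 Primary human leukocytes were stimulated with a-CD3 beads plus compounds for 48 hr without co-stimulation; secreted IL-2 was quantified by HTRF using a-IL-2-K (europium cryptate) and a-IL-2-d2, excited at 320nm with acceptor emission read at 665nm.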
# TSHR antag: human thyrotropin receptor antagonism; TSHR-expressing cells, TSH-stimulated cAMP HTRF, 2 h; stronger effect = lower value; activity change, negative = inhibition, % at 11.5 µM; 330,000 tested, 0.2% active; AID 504810;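 active means activity change below a set negative limit, meaning inhibition stronger than a set level, cut at about -70% in these data; inconclusive means activity change between two set negative limits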; further: on the % scale 0 is the no-effect control and ±100 the full control effect
#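 TSHR-expressing cells were treated with compounds, then stimulated with TSH at EC80 (4nM final) for 2 hours at 37 deg C. Cellular cAMP was measured by HTRF competition between lysate cAMP and cAMP-d2 for a cryptate-labelled anti-cAMP antibody.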
# Numbers without * were called inactive; u = inconclusive; x = no result given; [ ] = dose if it differs, or a comment. Unless noted, the call rests on the fitted dose curve; in most records, active means well fitted curve in the direction sought with a large enough effect; inconclusive means small, poorly fitted or top-dose-only effect, or another doubt; inactive means no such curve, though single readings can be large; an effect the other way counts as inactive or inconclusive.
SMILES,A-T KAP1 phos,Menin-MLL TR inh,MBNL1 CUG block,Mito fusion yeast,S-ASM inh,Integrin act MD,CXXC DNA block,PTAP TSG101 blk,TCR activator,TSHR antag
c1ccc(-c2cc3c(N4CCCCC4)ncnc3s2)cc1,1.5%,-4.6%,30.4%[activator],-6.1%,-0.9%,25.5%,0.1%,-2.8%,1.0%,-29.3
CCOc1ccc(NS(=O)(=O)c2cc(NC(=O)C3CC3)ccc2C)cc1Br,-7.3%,x,x,x,u,4.5%,x,-7.3%,-8.3%[46.1 µM],-4.9
CCc1ccc(-c2cc3c(=O)n(CC(=O)N4CCCC4)nc(C)n3n2)cc1,-0.3%,2.4%,-1.6%,4.3%,8.7%,7.1%,-3.0%,-0.4%,-11.3%,1.0
O=C(c1ccc(Cl)c(S(=O)(=O)N2CCCCCC2)c1)N1CCCC(C(F)(F)F)C1 (stereo not drawn),1.9%,x,x,3.7%,x,-9.2%,x,-2.5%,-3.4%,-11.3
CC(C)c1ccc(/C=C/C(=O)NCCCN2CCOCC2)cc1,-9.4%,x,x,-5.9%,3.6%,19.3%,x,-1.2%,-4.5%,0.0
O=C(Nc1ccc(OC(F)(F)F)cc1)c1ccc2nc[nH]c2c1,-6.1%,10.9%,-8.4%,5.3%,-6.6%,10.1%,4.1%,-2.0%,9.7%,12.2
O=C1c2ccccc2-c2ncnc3c(N4CCOCC4)cc(N4CCOCC4)c1c23,-4.0%,3.1%,u,-10.1%,u,-26.0%,1.2%,-9.8%,2.9%[46.1 µM],-11.1
Cn1cnnc1SCC(=O)Nc1sc2c(c1C(N)=O)CCC2,-0.4%,u,4.4%,-0.5%,u,11.8%,-6.6%,-6.9%,9.7%,-10.7
CCn1cc(C(=O)NCCC(=O)NC(C)C)c(=O)c2cc3c(cc21)OCO3,-11.4%,-6.3%,0.9%,3.5%,2.7%,u,4.3%,0.3%,13.5%,-4.2
Cn1c(=O)[nH]c(=O)c2c1nc(Br)n2CC(O)COc1ccc(Cl)cc1 (stereo not drawn),-2.0%,7.6%,0.3%,-0.6%,1.1%,-15.5%,-5.1%,-10.1%,-9.0%,-8.3
CN(C)S(=O)(=O)c1cc(NC(=O)CNCCN2CCOCC2)ccc1Cl,4.4%,x,-20.0%,2.0%,2.4%,1.8%,-9.1%,-4.3%,-3.0%,2.3
CCOc1ccccc1OCC(=O)Nc1ccc(S(=O)(=O)Nc2ncccn2)cc1,0.2%,-15.6%,-4.5%,-0.6%,-4.3%,0.5%,-2.9%,-1.7%,-1.6%[46.1 µM],0.5
O=C(Cn1ncc2c([nH]c3ccccc32)c1=O)NCCc1ccccc1,-0.6%,-8.2%,-4.1%,-2.1%,3.3%,24.3%,-0.2%,-1.8%,6.4%,-7.9
Cc1ccc(C(=O)c2ccc([N+](=O)[O-])cc2)c(C)c1,1.4%,x,u,1.8%,-5.5%,23.3%,-0.8%,-2.9%,-2.5%,-13.4
CC(C)NC(=O)CN1CCC(O)(c2ccccc2)CC1,3.5%,7.7%,-5.0%,-4.9%,5.4%,9.0%,0.3%,-6.4%,4.4%,12.8
O=C(CN1C(=O)c2ccccc2S1(=O)=O)Nc1ccc([N+](=O)[O-])cc1,-7.7%,x,x,x,1.0%,11.9%,x,0.2%,-4.8%,-6.4
CCCCOC(=O)Nc1nnc(SCCOc2ccc(C)cc2)s1,-0.2%,-0.9%,u,-4.1%,0.6%,18.0%,6.0%,-1.2%,1.9%[46.1 µM],5.5
CSc1ccc(CNCCCSc2ncccn2)cc1,2.4%,-12.3%,-8.1%,2.1%,-2.0%,-34.3%,7.2%,-1.0%,x,-47.4
CCOc1cc(S(=O)(=O)Nc2ccccn2)ccc1F,-1.3%,3.9%,-5.6%,1.6%,1.9%,12.7%,-6.0%,-12.8%,1.9%,12.7
O=C(COc1ccccc1[N+](=O)[O-])N/N=C/c1ccc(O)cc1,-1.2%,-2.1%,u,-2.7%,-0.3%,7.9%,8.8%,3.6%,0.1%[46.1 µM],4.0
Cc1ccc(C(=O)O/N=C/c2c(N3CCOCC3)n(C)c3ccccc23)cc1,9.2%,-3.5%,2.6%,-5.7%,-9.2%,-30.0%,18.5%,-7.6%,9.8%,-11.6
O=c1[nH]c2ccccc2cc1CN(Cc1ccco1)S(=O)(=O)c1ccccc1,-5.7%,21.2%,-2.3%,23.6%,-2.8%,0.0%,1.6%,-1.5%,-13.4%,-4.7
COc1ccc(NCc2ccc(OC)c(Cn3ccnc3)c2)c(OC)c1,-10.3%,12.6µM*,9.8%,21.0%,-2.3%,-11.7%,10.6%,0.7%,-1.9%,-4.2
CCS(=O)(=O)Nc1c(C(=O)O)[nH]c2ccccc12,-5.5%,u,8.7%,3.2%,9.9%,8.0%,-3.7%,-12.7%,0.8%,16.6
CCn1ncc(Br)c1C(=O)Nc1sc2c(c1C(N)=O)CCC2,1.2%,8.8%,92.6%[activator],20µM*,-0.7%,u,2.7%,-0.5%,x,15.4
# (continued)
SMILES,A-T KAP1 phos,Menin-MLL TR inh,MBNL1 CUG block,Mito fusion yeast,S-ASM inh,Integrin act MD,CXXC DNA block,PTAP TSG101 blk,TCR activator,TSHR antag
O=C(Cc1ccccc1)NN1C(=O)C2C3C=CC(C4CC34)C2C1=O (stereo not drawn),2.8%,-6.5%,x,-3.4%,1.5%,5.9%,2.0%,-2.4%,-5.4%[46.1 µM],3.8
CC(=O)c1cc(C#N)c(N2CCOCC2)nc1C,-1.9%,0.2%,-11.1%,9.6%,0.5%,-15.2%,17.5%,3.2%,0.4%,-4.9
COc1cccc(N(C(=O)Cn2nnc(-c3ccc(C)o3)n2)C(C(=O)NC(C)(C)C)c2cccs2)c1 (stereo not drawn),x,34.9%[activator],17.2%,-3.1%,-1.4%,18.2%,-0.3%,-6.8%,-1.2%[46.1 µM],-2.8
O=C(CCc1nc2ccccc2s1)OCc1ccccc1,0.6%,-24.1%,x,17.1%,6.1%,-1.1%,-1.5%,0.1%,4.5%[46.1 µM],-10.5
COc1ccc(S(=O)(=O)N(C(C)=O)c2ccc(OC(C)=O)c3ccccc23)cc1[N+](=O)[O-],3.9%,27.2%,1.5%,-3.3%,-3.3%,-72.2%[inhibitor],9.6%,-11.9%,2.5%[46.1 µM],2.4
CC(OC(=O)c1nccnc1N)C(=O)Nc1ccc(S(=O)(=O)N2CCCC2)cc1 (stereo not drawn),-3.1%,x,x,-1.4%,x,15.7%,x,-0.9%,7.8%,1.7
COc1ccc([N+](=O)[O-])cc1NCc1cccnc1,4.3%,7.2%,u,-4.8%,-3.7%,-4.4%,0.5%,-7.2%,2.4%,9.7
O=C1OC(c2ccc(Cl)cc2)/C(=C(/O)c2ccccc2)C1=O (stereo not drawn),1.9%,34.3%[activator],12.5%,-0.3%,2.4%,-14.4%,u,-6.5%,-0.2%,3.2
O=C(CCSCCC(=O)NN=Cc1cccc(Cl)c1)NN=Cc1cccc(Cl)c1,x,x,x,x,-20.6%,40.8%,x,-1.1%,-1.3%,x
CCN(CC)S(=O)(=O)c1ccc(N2CC(C(=O)NCc3cccnc3)CC2=O)cc1 (stereo not drawn),8.7%,-4.2%,5.5%,3.0%,2.7%,3.2%,11.9%,-2.0%,-8.9%,0.3
O=c1c(C(c2c(O)nc3n(c2=O)CCS3)c2cccc3ccccc23)c(O)nc2n1CCS2,-0.8%,6.6%,2.1%,4.3%,-2.4%,-24.7%,-3.3%,-5.8%,3.7%,-1.9
COC(=O)[C@H](CC(C)C)NC(=O)NCCC1=CCCCC1,-5.5%,x,-9.6%,-0.2%,2.4%,12.4%,-6.7%,-1.1%,0.5%,-19.1
Cc1ccc(NC(=O)NC(=O)CN2C(=O)NC3(CCc4ccccc43)C2=O)c(C)c1 (stereo not drawn),-5.3%,19.1%,2.8%,-2.8%,-14.4%,-8.0%,7.3%,-1.7%,0.4%,9.0
O=C(C1=C[C@H](c2csc3ccccc23)C[C@H](OCc2ccc(CO)cc2)O1)N1CCOCC1,-0.6%,-2.0%,3.4%,4.3%,3.8%,17.3%,-15.9%,1.2%,-1.4%,5.2
O=c1oc(-c2cccs2)nc2sc3c(c12)CCCCC3,9.2%,11.8%,-2.7%,3.6%,22.0%,29.5%,-3.2%,-5.5%,-4.7%,-0.1

# This is a subset (hit frequency here may not be typical).
